PGK inhibitor: inhibitors of T. brucei phosphoglycerate kinase; P07378; PGK/GAPDH coupled, Kinase-Glo luminescence, 60 min; Potency, µM (top dose mostly 57.5 µM), for the others: top-dose activity change, negative = inhibition, actives largely listed as inhibitors; hit rate 0.043% among 380,000; note: % is set by controls: 0 for no effect and ±100 for the full control effect; nearly all actives have a fitted effect of over 60% in size
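Recombinant glycosomal PGK reaction used 1,3-bisphosphoglycerate generated in-well by GAPDH (100nM final) in 100mM TEA pH 7.6, 5mM MgCl2, 0.01% Tween-20. After 60 minutes at room temperature, ATP was read by Kinase-Glo Plus luminescence end-point.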
G9a inh: G9a (human) methyltransferase inhibition; Potency, µM (top dose mostly 102 µM), for inactives: top-dose activity, negative = inhibition, hits mostly inhibitors; G9a H3K9 monomethylation, AlphaScreen, 2 h; hit rate 8.8% among 350,000; Q96KQ7; note: % is set by controls: 0 for no effect and ±100 for the full control effect; nearly all actives have a fitted effect of over 75% in size
Target sequence (Q96KQ7 913-1193 limits assumed): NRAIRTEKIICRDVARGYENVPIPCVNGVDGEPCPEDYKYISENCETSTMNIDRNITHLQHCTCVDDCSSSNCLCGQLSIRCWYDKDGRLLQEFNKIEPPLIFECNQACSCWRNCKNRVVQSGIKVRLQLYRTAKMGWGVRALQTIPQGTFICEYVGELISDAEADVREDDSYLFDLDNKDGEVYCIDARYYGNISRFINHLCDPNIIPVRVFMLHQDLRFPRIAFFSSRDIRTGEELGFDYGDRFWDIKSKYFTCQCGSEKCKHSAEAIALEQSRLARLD
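Step 1: enzyme (final 20 nM) with compound, 15 min RT. Step 2: substrate peptide 500 nM and SAM 20 uM, 2 h RT. Step 3: anti-H3K9me1 antibody and AlphaScreen beads, 10 min, then plate read.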
GLS inhibitor: glutaminase GLS (human) inhibition | GLS enzymatic activity, qHTS titration | Potency, µM (doses to about 45.5 µM), for the others: at the highest dose activity change, negative = inhibition, usual class: inhibitors | hit rate 0.21% among 410,000 | AID 624170; note: % is set by controls: 0 for no effect and ±100 for the full control effect
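Assay buffer: 45 mM KH2PO4 pH 8.2, 0.02% Tween-20. hKGA acts on L-glutamine (1 mM solution added); product glutamate is reported by an oxidase/peroxidase Amplex Red coupling, with fluorescence taken at baseline and 30 min.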
BLM inh: blocks DNA unwinding by human BLM helicase. AID 2528. P54132. Potency, µM (doses to about 56.1 µM), inactives show at the top dose activity change, negative = inhibition, hits mostly inhibitors. recombinant BLM DNA unwinding, fluorescence dequenching. hit rate 0.2% among 350,000;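 note: plate controls were vehicle for no effect and no enzyme for full effect; nearly all actives have a fitted effect of over 35% in size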
JMJD2A Tudor inh: JMJD2A Tudor domain (human) inhibition; Potency, µM (top dose mostly 114 µM), for inactives: at the top dose activity change, negative = inhibition, actives largely listed as inhibitors; hit rate 4.4% among 390,000; AlphaScreen JMJD2A-Tudor / H3K4me3 peptide binding; O75164; note: % is set by controls: 0 for no effect and ±100 for the full control effect; nearly all actives have a fitted effect of over 50% in size
HP1b chromo inh: blocks HP1-beta chromodomain binding to methylated histone tails | P83916 | AlphaScreen HP1-beta / biotin-H3K9me3 peptide binding | Potency, µM (highest dose often 114 µM), without a hit: at the highest dose activity change, negative = inhibition, usual class: inhibitors | hit rate 0.56% among 390,000 | AID 540317; note: nearly all actives have a fitted effect of over 70% in size; inactives centre near 23
Target sequence (P83916 whole entry, looked up): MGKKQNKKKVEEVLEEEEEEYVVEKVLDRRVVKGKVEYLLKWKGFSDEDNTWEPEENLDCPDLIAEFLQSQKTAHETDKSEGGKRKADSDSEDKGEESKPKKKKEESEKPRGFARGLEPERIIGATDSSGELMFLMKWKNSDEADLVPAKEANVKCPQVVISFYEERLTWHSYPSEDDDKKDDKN
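AlphaScreen: HP1-beta (50 nM) preformed 30 min with biotin-H3(1-18)K9me3 peptide (50 nM) in PBS pH 7.4, 0.01% Tween-20. Compound added for 30 min at RT, then streptavidin donor/nickel chelate acceptor beads (10 ug/mL) for 30 min.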
BAZ2B inh: BAZ2B (human) inhibition; AID 504333; Q9UIF8; hit rate 4.4% among 360,000; AlphaScreen BAZ2B-H3K14Ac peptide displacement; Potency, µM (highest dose often 114 µM), for inactives: top-dose activity change, negative = inhibition, most hits filed as inhibitors; note: % is set by controls: 0 for no effect and ±100 for the full control effect; nearly all actives have a fitted effect of over 60% in size
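BAZ2B 50 nM plus b-H3(5-23)K14Ac 50 nM, PBS pH 7.4/0.01% Tween-20, 30 min RT; compound added (max 110 uM), 30 min RT; streptavidin donor/Ni-chelate acceptor beads 10 ug/mL final, 20 min dark; AlphaScreen read.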
Pin1 inhibitor: blocks the human prolyl isomerase Pin1; Q13526; Pin1 FP peptide displacement, HiFluor488, 10 min; Potency, µM (top dose mostly 115 µM), for inactives: top-dose activity, negative = inhibition, most hits filed as inhibitors; hit rate 0.009% among 390,000; AID 504891; active = well fitted inhibition curve with a large enough effect in the polarisation, with a control signal flat, not every such curve was filed as active; inconclusive = small, poorly fitted or top-dose-only effect, or effect the other way, or a change in a side signal; inactive = no such curve, though single readings can be large or run the other way; the % refers to the polarisation; note: % is set by controls: 0 for no effect and ±100 for the full control effect
Target sequence (Q13526 whole entry, looked up): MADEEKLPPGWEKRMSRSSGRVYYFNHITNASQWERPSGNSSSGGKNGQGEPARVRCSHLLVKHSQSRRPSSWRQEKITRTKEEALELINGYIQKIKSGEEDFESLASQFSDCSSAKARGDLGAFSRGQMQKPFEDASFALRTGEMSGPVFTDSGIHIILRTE
POLI inh: blocks human DNA polymerase iota activity; Pol iota fluorescent replication assay, 10 min; Potency, µM (series often up to 115 µM), for the others: at the highest dose activity, negative = inhibition, most hits filed as inhibitors; hit rate 1% among 390,000; AID 588590
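Pol iota at 10 nM preincubated 15 min with compounds at room temperature; reaction started with fluorescent substrate, 50 nM final. Fluorescence read kinetically at 0 and 10 min; buffer-only wells as negative control.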
Numbers without * were called inactive; i = inactive; ? = inconclusive; nt = not tested or not shown; [ ] = remark or other dose. Unless noted, calls come from the whole dose curve; as a rule, active = well fitted curve in the direction sought with a large enough effect; inconclusive = small, poorly fitted or top-dose-only effect, or another doubt; inactive = no such curve, though single readings can be large; an effect the other way counts as inactive or inconclusive. Potency is the fitted concentration of half-maximal effect. Some of the compounds tested; the hit share may differ from the screen's.

SMILES	PGK inhibitor	G9a inh	GLS inhibitor	BLM inh	JMJD2A Tudor inh	HP1b chromo inh	BAZ2B inh	Pin1 inhibitor	POLI inh
CCc1ccccc1NS(=O)(=O)c1ccc2c(c1)CCN2C(=O)C1CC1	-8%	6%[59 µM]	19%	-2%	-23%	18%	nt	-1%	26%
CC(=O)c1cccc(CN2CCc3ccc(NC(=O)C4CCCO4)cc3C2)c1 (centres undefined)	-6%	84%[activator]	1%	-2%	-10%	32%	-1%	1%	27%
CCOC(=O)C1(Cc2ccccc2C)CCCN(C(=O)c2ccccn2)C1 (centres undefined)	i	11%	4%	0%	-9%	31%	0%	-6%	34%[activator]
Cc1cc(C)nc(N/N=C/c2cc3c(cc2[N+](=O)[O-])OCO3)n1	1%	44%[activator]	10%	-2%	-21%	75%[activator]	-6%	-8%	4%
C[C@H](CO)N1C[C@H](C)[C@@H](CN(C)C(=O)Nc2ccc3c(c2)OCO3)Oc2ccc(NC(=O)Nc3ccc(C(F)(F)F)cc3)cc2C1=O	i	nt	-1%	nt	?	3%	nt	?	-8%
COc1ccc2c(c1)c1c(c(=O)n(Cc3ccccc3)c(=O)n1CC(=O)NCc1ccc(C)cc1)n2C	2%	1%[59 µM]	7%	-3%	7%	31%	-8%	5%	-3%
OCCCn1c(C(CO)Nc2nc(-c3ccc(Cl)cc3)cs2)nc2ccccc21 (centres undefined)	-6%	nt	1%	nt	?	-2%	nt	3%	-15%
CC(C)(C)CC(C)(C)N=C1Nc2cc(Cl)c(Cl)cc2NC12C[C@H]1CCC(=O)N3CC[C@@H](C2)[C@@H]13 (some centres undefined)	-3%	nt	-18%	nt	?	-10%	nt	5%	-11%
Clc1ccccc1-c1nnc2sc(-c3ccc4c(c3)OCO4)nn12	5%	1.8µM*	8%	0%	?	?	3%	-6%	-19%
Cc1ccc(C(=O)Nc2nnc(C3CCCCC3)s2)o1	-7%	0%[2.33 µM]	-9%	-2%	-22%	33%	-4%	-1%	26%
COCCOc1cc(-n2ccnc2SC)c(Cl)cc1Cl	i	-1%[59 µM]	-6%	0%	-13%	6%	-28%	0%	2%
COC(C(=O)N/N=C(\C)c1ccc(O)cc1)c1ccccc1 (centres undefined)	-4%	9%[59 µM]	21%	3%	-5%	58%[activator]	5%	?	35%[activator]
CC1CN(C(=O)c2ccccc2Oc2ccccc2)CC(C)O1 (centres undefined)	-5%	nt	5%	2%	-4%	15%	-6%	-3%	-17%
CCOc1ccc(NS(=O)(=O)c2ccc3[nH]c4c(c3c2)CCCCC4)cc1	-8%	?	1%	-13%	28µM*	-14%	-27%[57.1 µM]	?	-25%
COc1ccc(/C=C2\SC(N3CCc4ccccc4C3)=NC2=O)cc1OC	-12%	13µM*	18%	-5%	?	?	-37%	40%[activator]	?
CCNC(=O)CC1S/C(=N/N=C(\C)c2ccccc2)NC1=O (centres undefined)	nt	47%	4%	-2%	?	20%	-25%	5%	-1%
CCOC(=O)C1=C(C)NC(C)=C(C(=O)OCC)C1C(=O)OCC(=O)NC(C)c1ccccc1 (centres undefined)	-1%	8%[0.501 µM]	-1%	nt	-8%	50%[activator]	11%	0%	81%[activator]
Cc1ccc(C(=O)n2cnnc2N)cc1	0%	?	3%	-4%	-5%	27%	5%[57.1 µM]	-19%	10%
CC1CCN(C(=O)COC(=O)c2cc(=O)[nH]c3ccccc23)CC1	-2%	-8%[12.7 µM]	2%	nt	-10%	21%	-1%	-9%	-4%
COc1ccccc1C1=NOC(COC(=O)c2ccc3ccccc3n2)C1 (centres undefined)	6%	18%	11%	-1%	-6%	25%	2%	-1%	76%
O=C(COC(=O)c1cc[n+]([O-])cc1)NCC12CC3CC(CC(C3)C1)C2	2%	-36%[59 µM]	13%	0%	-10%	11%	12%	8%	18%
COCCn1c(-c2ccc(Cl)cc2)nc2oc3cc(OC)ccc3c(=O)c2c1=O	-1%	-3%	0%	-3%	-10%	43%[activator]	-14%	4%	0%
Cc1ccc2c(c1)NC(=O)C(CC(=O)NCCN(CC(C)C)CC(C)C)O2 (centres undefined)	7%	-6%[59 µM]	11%	2%	-17%	22%	-8%	0%	-6%
COc1ccc(S(=O)(=O)N(C)CC(=O)N2CCN(c3ccccc3)CC2)cc1	i	-2%	-10%	-1%	-22%	13%	-4%	0%	56%[activator]
CC(C)C(=O)Nc1ccc(C(=O)CSc2nnc(C3CC3)n2C2CC2)cc1	-11%	12%[2.33 µM]	9%	nt	-9%	-4%	-4%	1%	13%
Cc1nnc(SCC(=O)NNC(=O)c2ccc(Br)cc2)n1C	2%	nt	0%	-10%	1%	26%	-4%	-4%	42%[activator]
COc1ccc(-c2n[nH]c(C)c2-c2cscn2)c(O)c1	2%	-39%[59 µM]	-3%	-8%	-11%[11.4 µM]	41%[activator]	-20%	0%	-9%
O=C(Nc1ccccc1)NN1CC(=O)N(c2ccc(Cl)cc2)CC1=O	-8%	13%	0%	0%	-5%	11%	-3%	-1%	141%[activator]
O=C(NCC(c1cccnc1)N1CCc2ccccc21)c1cccc(F)c1 (centres undefined)	-2%	-8%[59 µM]	11%	-5%	-4%	45%[activator]	-17%	29%	11%
COc1ccc(OCc2ccc(-c3nc(C#N)c(N4CCN(c5ccccc5)CC4)o3)o2)cc1	-11%	-29%[59 µM]	-1%	-4%	-26%	11%	-29%	-7%	28%
Cc1cccc(C)c1NC(=O)CCCSc1nnc(-c2ccco2)n1-c1ccccc1	0%	?	19%	1%	-28%	18%	-3%	-1%	-4%
CC(C)C[C@@H]1CN=C(N)N1C[C@@H]1CCCN1C[C@@H](C(C)C)N1C[C@@H](Cc2ccccc2)N(CCCC2CCCC2)C1=N	6%	nt	2%	nt	-29%	23%	nt	2%	-31%
Cc1cccc(C)c1NC(=O)CNC(=O)COC(=O)c1ccc(Cl)s1	-5%	nt	-6%	nt	4%	31%	nt	0%	12%
O=c1sc2ccccc2c(N2CCN(c3ccccc3)CC2)c1[N+](=O)[O-]	-3%	?	-11%	-2%	-13%	24%	-7%	3%	149%[activator]
CN(CC(=O)N1CCCC1)S(=O)(=O)c1ccc(Cl)cc1	-6%	-8%	nt	1%	4%	26%	1%	1%	6%
O=C(O)c1cccc(NC2=C(n3nnc4ccccc43)C(=O)c3ccccc3C2=O)c1	-14%	nt	0%	-11%	-4%	32%	?	-1%	?
N/C(=N\c1nc(CSc2ccc(Cl)cc2)cc(=O)[nH]1)Nc1ccccc1C(F)(F)F	-2%	13%	6%	-3%	-5%	32%	-21%	8%	1%
Cc1cccc(N2C(=O)C=CC2=O)c1	-1%	nt	8%	nt	20µM*	?	nt	4%	28%
O=C(N/N=C/c1cccnc1)c1ccccc1Br	-1%	nt	-6%	-1%	-10%	-10%	1%	-6%	66%[activator]
COC(=O)c1scc(S(=O)(=O)C(C)(C)C)c1-n1cccc1	-3%	16%	0%	-2%	-12%	32%	-8%	-2%	-10%
CCOc1ccc(/C=C2\SC(=S)N(N3C(=O)C4CC4C3=O)C2=O)cc1 (centres undefined)	-15%	40µM*	-8%	-3%	?	-21%	-25%	-1%	24%
O=C(Nc1ccccn1)C1CCN(S(=O)(=O)c2cccc3nonc23)CC1	i	2%[12.7 µM]	-6%	-4%	-25%	6%	6%	-7%	14%
N#Cc1ccc(N/N=C/c2ccccc2)c([N+](=O)[O-])c1	-5%	-11%	2%	0%	-8%	-4%	-12%	-2%	47%[activator]
Cc1ccc(-c2nn(-c3cccc(F)c3)cc2CN2CCN(c3ccccn3)CC2)o1	-7%	?	-2%	-20%	35µM*	?	50µM*	31%[activator]	7%
COc1cc(C)c(S(=O)(=O)n2ccc(C)n2)cc1C	i	-19%	-1%	2%	-12%	26%	-7%	-2%	-10%
CC(C)NC(=O)c1ccc2c(c1)S(=O)(=O)c1ccccc1C2=O	5%	-42%[59 µM]	17%	-6%	-7%	17%	-3%	0%	5%
COc1ccc(C(=O)N/C(=C\c2ccco2)C(=O)NCCN2CCOCC2)cc1	-2%	-45%	0%	-3%	-5%	0%	28%	-2%	32%[activator]
Cc1ccc(CNC(=O)c2ccc3c(c2)CCN3S(=O)(=O)c2ccc(Br)cc2)cc1	0%	3%[59 µM]	0%	-6%	-16%	34%	-8%	17%	29%
COc1ccc(NC(=O)c2c(NC(=O)c3ccc(Br)cc3)sc3c2CCCC3)cc1	i	?	9%	-2%	1%	38%	2%	4%	0%
COc1cccc(N2C(=O)C3CCCN3C2c2cccs2)c1 (centres undefined)	-2%	-46%	0%	1%	-20%	27%	-4%	10%	15%
CN(CC(=O)NCc1ccncc1)S(=O)(=O)c1ccc2ccccc2c1	-2%	-1%	0%	-2%	-5%	34%	-15%	-1%	-23%
O=C(Cc1ccc(NC(=O)C2CCCN(C(=O)C3CCC3)C2)cc1)Nc1ccc(C(=O)N2CCOCC2)cc1 (centres undefined)	-8%	nt	4%	nt	-14%	22%	nt	-3%	32%[activator]
CC(Sc1nnc(COc2ccc(Cl)cc2)n1Cc1ccccc1)C(=O)O (centres undefined)	4%	nt	-5%	3%	0%	35%	-19%	-1%	125%[activator]
CCc1ccc(S(=O)(=O)/N=C2\C=C(NS(=O)(=O)c3ccccc3)C(=O)c3ccccc32)cc1	-6%	13µM*	-2%	-10%	22µM*	14µM*	8.9µM*	?	?
COc1ccc(CCNC(=O)CSCc2nc(-c3ccc(OC)c(OC)c3)oc2C)cc1OC	-4%	-4%[59 µM]	-2%	2%	-20%	21%	?	9%	-10%

High-throughput results as filed in PubChem BioAssay.
